High-throughput results from PubChem BioAssay.
NR2E3 ag-1: NR2E3 (human) agonism. GST-NR2E3/biotin-RetCOR TR-FRET, 1536-well. inhibition of corepressor binding, % at 4.78 µM. 320,000 tested, 0.12% active. AID 2300;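 active means percent inhibition above the cutoff of mean plus 3 SD of all tested compounds, set per screening campaign, cut at about 20% in these data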;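 further: 0% = DMSO wells and 100% = biotin wells as full block of FRET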
Target sequence (Q9Y5X4 whole entry, looked up): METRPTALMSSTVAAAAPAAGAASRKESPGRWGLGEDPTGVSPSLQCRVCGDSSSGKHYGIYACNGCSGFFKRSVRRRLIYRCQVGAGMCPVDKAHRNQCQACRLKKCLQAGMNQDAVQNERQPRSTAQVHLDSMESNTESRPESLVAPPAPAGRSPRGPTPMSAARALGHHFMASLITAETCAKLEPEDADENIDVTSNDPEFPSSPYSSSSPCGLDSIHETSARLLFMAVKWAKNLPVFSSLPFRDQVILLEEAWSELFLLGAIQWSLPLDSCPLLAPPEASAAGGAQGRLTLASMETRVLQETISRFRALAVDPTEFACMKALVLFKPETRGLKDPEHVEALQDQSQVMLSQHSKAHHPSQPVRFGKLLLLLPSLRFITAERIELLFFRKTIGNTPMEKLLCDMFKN
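System: GST-tagged NR2E3 plus biotinylated RetCOR corepressor; Buffer or medium: pH 7.5 Tris-based buffer; Probe or stimulus: RetCOR corepressor, biotinylated, 7 nM; Doses: compound at 4.8 µM, single dose; Schedule: 5 h incubation at 4 °C; Technique: time-resolved FRET; Evaluation: percent inhibition of TR-FRET ratio; Replication: one well per compound, singlicate testing.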
HTR2A ag: agonists of mouse serotonin 5-HT2A receptor (HTR2A); CHO-K1 mHTR2A beta-arrestin complementation, luminescence; percent of 30 µM serotonin response; activation, % at 7.6 µM; 360,000 tested, 0.66% active; AID 624169;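 active means activation above a run cutoff, the mean activation of all tested compounds plus 3 SD, cut at about 14% in these data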;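 further: 0% = plate median of compound wells and 100% = 30 µM serotonin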
TRPM1 prom inh: inhibitors of MITF-driven TRPM1 promoter in melanoma cells | inhibition, % at 12.5 µM | SK-MEL-5 TRPM1 promoter luciferase, 24 h | 330,000 tested, 0.83% active;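 active means mean inhibition across replicates of 60% or more, whatever share of single replicates reaches that level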; further: values of inactives mirror those of a sister screen read the other way
hiPSC survival: hiPSC single-cell survival enhancement; survival enhancement, % at 20 µM; ATPlite luminescence; 100% = ROCK inhibitor wells, 0% = DMSO; 360,000 tested, 0.044% active; AID 602274; in the data active means survival enhancement above about 18%;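 further: cells exposed to compounds for 16 hours before the ATP read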
CaV13 ICDI inh: Disruptors of the CACNA1D IQ motif to Ca2+-dependent inactivation inhibitor domain association, primary screening, Förster resonance energy transfer in intact living …; 340,000 tested, 0.098% active; HEK cells, CFP/YFP FRET ICDI-IQ, plate reader, 10 min; percent FRET-ratio fall versus neutral wells; inhibition, % at 12.3 µM; AID 743397;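 active means mean replicate inhibition of at least 30% and at least 1% of replicates passing that level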;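 further: 0% = median of the neutral control wells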
Shn3 inh set2: Schnurri-3 reporter inhibition in Clone20 osteoblasts | Clone20 osteoblast Shn3 3'UTR firefly luciferase, 24 h | inhibition, % at 12.5 µM | 360,000 tested, 0.52% active | AID 588674;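 active means mean inhibition of at least 75% with every replicate also reaching 75%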;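 further: 0% = median of neutral control wells and 100% = pilot-screen positive control compound; some compounds past the cut are filed as inactive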
NR2E3 ag-2: agonists of human NR2E3 nuclear receptor; Q9Y5X4; CHO-S Gal4-NCOR/VP16-NR2E3 two-hybrid, luciferase; inhibition of corepressor binding, % at 3.98 µM; 360,000 tested, 0.35% active; AID 602229;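 active means inhibition above the mean of all tested compounds plus 3 SD, cut at about 70% in these data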;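 further: 0% = DMSO with NR2E3 transfected cells and 100% = cells lacking NR2E3 construct; higher means lower luciferase signal from less NR2E3 corepressor binding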
PDI turbidity: blocks human protein disulfide isomerase activity; P07237; PDI insulin aggregation turbidity, A650, 90 min; inhibition, % at 10 µM; 350,000 tested, 0.052% active;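 active means mean inhibition across replicates of 30% or more, whatever share of single replicates reach that level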;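 further: absorbance from insulin aggregation driven by PDI reduction with DTT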
Target sequence (P07237 whole entry, looked up): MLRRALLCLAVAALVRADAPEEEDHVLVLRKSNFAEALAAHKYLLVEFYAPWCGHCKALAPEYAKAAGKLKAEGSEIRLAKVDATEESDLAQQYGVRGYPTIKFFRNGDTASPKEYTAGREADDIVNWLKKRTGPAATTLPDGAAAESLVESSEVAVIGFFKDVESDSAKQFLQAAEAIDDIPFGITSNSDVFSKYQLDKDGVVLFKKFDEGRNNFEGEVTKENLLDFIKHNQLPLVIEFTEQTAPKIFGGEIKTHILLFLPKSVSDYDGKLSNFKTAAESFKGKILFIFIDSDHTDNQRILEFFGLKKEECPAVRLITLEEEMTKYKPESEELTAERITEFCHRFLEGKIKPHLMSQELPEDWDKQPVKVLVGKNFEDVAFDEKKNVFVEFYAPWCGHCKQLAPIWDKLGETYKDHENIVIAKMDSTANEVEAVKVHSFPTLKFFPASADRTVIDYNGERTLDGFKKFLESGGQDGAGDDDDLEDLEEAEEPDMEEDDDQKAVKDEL
Peg3 promoter: reduces Peg3 promoter-driven luciferase expression in HeLa; 360,000 tested, 1.7% active; AID 588405; HeLa PEG-Prom luciferase reporter, luminescence, overnight; inhibition, % at 20 µM;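 active means inhibition of at least 50% at 20 µM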
HIF-2a inh: inhibitors of HIF-2a | inhibition, % at 18.8 µM | 360,000 tested, 0.72% active | 786-0 RCC cells HIF-2a reporter, luciferase luminescence, overnight;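 active means inhibition of the luminescence signal of 40% or more relative to plate controls, in a single-dose primary screen at 18.75 µM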
Cardio protect: protects H9c2 cardiomyocytes from peroxide injury; 360,000 tested, 0.63% active; protection from H2O2 cell death, % at 20 µM; H2O2 injury protection, ATPLite, 2 h;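 active means compounds giving at least 50% protection of heart cells from peroxide-induced death in the single-dose screen, raw or plate-pattern-corrected value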;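 further: 0% = DMSO wells with peroxide and 100% = DMSO wells without peroxide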
Numbers without * were called inactive.

CCOC(=O)C(C)Oc1ccc2c(C)cc(=O)oc2c1C(C)=O (stereo not given) was read as NR2E3 ag-1 2, HTR2A ag 0, TRPM1 prom inh -4, hiPSC survival -0.3, CaV13 ICDI inh -4, Shn3 inh set2 0, NR2E3 ag-2 6, PDI turbidity 0, Peg3 promoter -2, HIF-2a inh 11 and Cardio protect 4.
For CCc1nnc(NC(=O)c2ccc(S(=O)(=O)NC3CCCCC3)cc2)s1 the results were NR2E3 ag-1 7, HTR2A ag -4, TRPM1 prom inh -8, hiPSC survival -0.5, CaV13 ICDI inh -9, Shn3 inh set2 4, NR2E3 ag-2 -10, PDI turbidity 16, Peg3 promoter -25, HIF-2a inh -4 and Cardio protect -3.
COc1ccc(CN2CC(COCc3ccccc3)Oc3ccccc3S2(=O)=O)cc1 (stereo not given) was read as HTR2A ag 4, TRPM1 prom inh -7, hiPSC survival 0.8, CaV13 ICDI inh -4, Shn3 inh set2 2, NR2E3 ag-2 -17, PDI turbidity 0, Peg3 promoter 4, HIF-2a inh 3 and Cardio protect -7.
For Cc1cc([N+](=O)[O-])nn1CCCC(=O)Nc1c(C)n(C)n(-c2ccccc2)c1=O the results were NR2E3 ag-1 5, HTR2A ag 3, TRPM1 prom inh 4, hiPSC survival 0.1, CaV13 ICDI inh -6, Shn3 inh set2 -2, NR2E3 ag-2 -6, PDI turbidity 5, Peg3 promoter -5, HIF-2a inh 2 and Cardio protect 4.
`Cc1ccccc1S(=O)(=O)NC(=O)C1(C)CCN1C(=O)C1(c2ccccc2)CCCC1` (stereo not given) gave HTR2A ag 7, hiPSC survival 2.8, CaV13 ICDI inh -5, Shn3 inh set2 7, NR2E3 ag-2 -16, PDI turbidity 10, Peg3 promoter 2, HIF-2a inh 3 and Cardio protect 0.
Screening O=[N+]([O-])c1cccc(S(=O)(=O)N2CCN(S(=O)(=O)N3CCOCC3)CC2)c1 returned NR2E3 ag-1 -4, HTR2A ag -2, TRPM1 prom inh 3, hiPSC survival -0.4, CaV13 ICDI inh -7, Shn3 inh set2 -1, NR2E3 ag-2 -14, PDI turbidity 0, Peg3 promoter -9, HIF-2a inh 11 and Cardio protect 3.
Screening CCOC(=O)N1CCN(C(=O)C2CCN(CC3CCCCC3)CC2)CC1 returned NR2E3 ag-1 3, HTR2A ag 0, TRPM1 prom inh -15, hiPSC survival -0.9, CaV13 ICDI inh -15, Shn3 inh set2 -7, NR2E3 ag-2 -7, PDI turbidity 0, Peg3 promoter 3, HIF-2a inh 7 and Cardio protect 1.
Screening COC(=O)CCNCCSc1nnc(-c2ccco2)n1Cc1ccccc1 returned NR2E3 ag-1 -2, HTR2A ag -4, TRPM1 prom inh 1, hiPSC survival 0.4, CaV13 ICDI inh -7, Shn3 inh set2 0, NR2E3 ag-2 -3, PDI turbidity -1, Peg3 promoter -1, HIF-2a inh 5 and Cardio protect 6.
COC(=O)[C@@]1(C(C)C)N=C(c2cc(OC)c(OC)c(OC)c2)[C@]2(O1)C(=O)N(C)c1ccc(Cl)cc12 was read as HTR2A ag -1, hiPSC survival 1.6, CaV13 ICDI inh -6, NR2E3 ag-2 -22 and HIF-2a inh 11.
`Cn1nc(C(C)(C)C)cc1C(=O)O` gave NR2E3 ag-1 2, HTR2A ag 1, TRPM1 prom inh -7, hiPSC survival 2.5, CaV13 ICDI inh -7, Shn3 inh set2 3, NR2E3 ag-2 14, PDI turbidity 5, Peg3 promoter 4, HIF-2a inh 12 and Cardio protect 6.
O=C(Cn1cnc2c(nnn2Cc2ccccc2)c1=O)c1ccc(Cl)cc1 was read as NR2E3 ag-1 0, HTR2A ag 4, TRPM1 prom inh 2, hiPSC survival 2.2, CaV13 ICDI inh 0, Shn3 inh set2 9, NR2E3 ag-2 -29, Peg3 promoter 2, HIF-2a inh 4 and Cardio protect -5.
For Cc1cc(C(=O)COc2cccnc2[N+](=O)[O-])c(C)n1-c1ccccc1F the results were NR2E3 ag-1 -3, HTR2A ag -8, TRPM1 prom inh 33, hiPSC survival 0.3, CaV13 ICDI inh -14, Shn3 inh set2 15, NR2E3 ag-2 50, PDI turbidity -5, Peg3 promoter 44, HIF-2a inh 50* and Cardio protect -17.
Screening CCCCn1c(N)c(N(CCOC)C(=O)CSCC(=O)Nc2cccc(C)c2)c(=O)[nH]c1=O returned NR2E3 ag-1 2, HTR2A ag 7, TRPM1 prom inh 5, hiPSC survival -0.2, CaV13 ICDI inh -6, Shn3 inh set2 5, NR2E3 ag-2 -3, PDI turbidity 0, Peg3 promoter -8, HIF-2a inh 8 and Cardio protect 6.
Screening CN(C)c1ccc(C(C(=O)NCc2ccccc2)N(Cc2cccnc2)C(=O)c2snc(C(N)=O)c2N)cc1 (stereo not given) returned HTR2A ag 19*, TRPM1 prom inh 14, hiPSC survival 0.0, CaV13 ICDI inh -7, Shn3 inh set2 -81, NR2E3 ag-2 -18, PDI turbidity 5, Peg3 promoter 31, HIF-2a inh -2 and Cardio protect 61*.
Screening COc1ccc(Nc2cc(C(=O)NCCCN3CCN(C)CC3)c3ccccc3n2)c(OC)c1 returned NR2E3 ag-1 2, HTR2A ag -1, TRPM1 prom inh -18, hiPSC survival -0.3, CaV13 ICDI inh 0, Shn3 inh set2 -2, NR2E3 ag-2 6, PDI turbidity -6, Peg3 promoter -2, HIF-2a inh -9 and Cardio protect 17.

Random excerpt: four records from the list
For Cc1cc([N+](=O)[O-])nn1CCCC(=O)Nc1c(C)n(C)n(-c2ccccc2)c1=O the results were NR2E3 ag-1 5, HTR2A ag 3, TRPM1 prom inh 4, hiPSC survival 0.1, CaV13 ICDI inh -6, Shn3 inh set2 -2, NR2E3 ag-2 -6, PDI turbidity 5, Peg3 promoter -5, HIF-2a inh 2 and Cardio protect 4.
Screening COc1ccc(Nc2cc(C(=O)NCCCN3CCN(C)CC3)c3ccccc3n2)c(OC)c1 returned NR2E3 ag-1 2, HTR2A ag -1, TRPM1 prom inh -18, hiPSC survival -0.3, CaV13 ICDI inh 0, Shn3 inh set2 -2, NR2E3 ag-2 6, PDI turbidity -6, Peg3 promoter -2, HIF-2a inh -9 and Cardio protect 17.
CCOC(=O)C(C)Oc1ccc2c(C)cc(=O)oc2c1C(C)=O (stereo not given) was read as NR2E3 ag-1 2, HTR2A ag 0, TRPM1 prom inh -4, hiPSC survival -0.3, CaV13 ICDI inh -4, Shn3 inh set2 0, NR2E3 ag-2 6, PDI turbidity 0, Peg3 promoter -2, HIF-2a inh 11 and Cardio protect 4.
Screening COC(=O)CCNCCSc1nnc(-c2ccco2)n1Cc1ccccc1 returned NR2E3 ag-1 -2, HTR2A ag -4, TRPM1 prom inh 1, hiPSC survival 0.4, CaV13 ICDI inh -7, Shn3 inh set2 0, NR2E3 ag-2 -3, PDI turbidity -1, Peg3 promoter -1, HIF-2a inh 5 and Cardio protect 6.

Continued:
Screening O=C(NCCCN1CCCCCC1)C1CC(=O)N(C2CCCC2)C1 (stereo not given) returned NR2E3 ag-1 3, HTR2A ag 3, TRPM1 prom inh 10, hiPSC survival -3.7, CaV13 ICDI inh -13, Shn3 inh set2 5, NR2E3 ag-2 4, PDI turbidity 2, Peg3 promoter 13, HIF-2a inh 4 and Cardio protect 0.
For CCSc1nc(-c2ccc(OC)cc2)cc(-c2ccc(OC)cc2)c1C#N the results were NR2E3 ag-1 1, HTR2A ag -2, TRPM1 prom inh -9, hiPSC survival -3.6, CaV13 ICDI inh -5, Shn3 inh set2 22, NR2E3 ag-2 6, PDI turbidity -3, Peg3 promoter 13, HIF-2a inh -7 and Cardio protect -1.
Screening CCN(CC(=O)Nc1ccccc1Br)C1CCCCC1 returned NR2E3 ag-1 -1, HTR2A ag -2, TRPM1 prom inh -3, hiPSC survival -0.4, CaV13 ICDI inh 6, Shn3 inh set2 -4, NR2E3 ag-2 -45, PDI turbidity 3, Peg3 promoter 1, HIF-2a inh 0 and Cardio protect -15.
For CCOC(=O)CCC(=O)Nc1ccc(S(=O)(=O)N2CCC(C)CC2)cc1 the results were NR2E3 ag-1 0, HTR2A ag 1, TRPM1 prom inh 5, hiPSC survival -0.1, CaV13 ICDI inh -4, Shn3 inh set2 -12, NR2E3 ag-2 -13, PDI turbidity 11, Peg3 promoter -2, HIF-2a inh 9 and Cardio protect -7.
`Cc1ccccc1C(=O)Nc1cc(S(=O)(=O)N2CCOCC2)ccc1N1CCN(C)CC1` gave NR2E3 ag-1 5, HTR2A ag -10, TRPM1 prom inh -1, hiPSC survival -0.5, CaV13 ICDI inh -6, Shn3 inh set2 83, NR2E3 ag-2 -4, PDI turbidity -2, Peg3 promoter 15, HIF-2a inh 9 and Cardio protect -1.
COC(=O)c1sc(C(C)(C)C)cc1CS(=O)(=O)c1ccc(Cl)cc1 was read as NR2E3 ag-1 1, HTR2A ag -9, TRPM1 prom inh 0, hiPSC survival 0.4, CaV13 ICDI inh -5, Shn3 inh set2 6, NR2E3 ag-2 3, PDI turbidity -4, Peg3 promoter 19, HIF-2a inh 8 and Cardio protect -5.
`O=C(CSc1nnc2ccccn12)NNC(=O)c1ccc([N+](=O)[O-])cc1` gave NR2E3 ag-1 3, HTR2A ag 2, TRPM1 prom inh 6, hiPSC survival -0.5, CaV13 ICDI inh 0, Shn3 inh set2 -60, NR2E3 ag-2 -7, PDI turbidity 0, Peg3 promoter -2, HIF-2a inh 15 and Cardio protect 0.
For CCN(CC)S(=O)(=O)c1cccc(-c2nnc(SCC(N)=O)n2N)c1 the results were NR2E3 ag-1 -1, HTR2A ag 0, TRPM1 prom inh -3, hiPSC survival -0.6, CaV13 ICDI inh 2, Shn3 inh set2 -7, NR2E3 ag-2 -2, PDI turbidity -3, Peg3 promoter 3, HIF-2a inh 13 and Cardio protect 4.
COc1ccc(N2C(=O)c3ccccc3NC2c2ccc(OC)c(CN3CCOCC3)c2)cc1 (stereo not given) was read as NR2E3 ag-1 1, HTR2A ag 0, TRPM1 prom inh -66, hiPSC survival -0.7, CaV13 ICDI inh -3, Shn3 inh set2 -56, NR2E3 ag-2 -87, PDI turbidity -2, Peg3 promoter -173, HIF-2a inh -163 and Cardio protect 15.
For COc1ccc(N2C(=O)CCC(C(=O)NCCN3CCOCC3)C2c2ccc(OC)c(OC)c2)cc1 (stereo not given) the results were HTR2A ag -1, TRPM1 prom inh 4, hiPSC survival 1.5, CaV13 ICDI inh -1, Shn3 inh set2 -7, NR2E3 ag-2 17, PDI turbidity 0, Peg3 promoter -7, HIF-2a inh 9 and Cardio protect -9.
Screening C=CCOc1c2ccc(C(=O)N(CC)c3ccc(OC)cc3)cc2nn1C returned NR2E3 ag-1 -1, HTR2A ag -2, TRPM1 prom inh 3, hiPSC survival -1.4, CaV13 ICDI inh -5, Shn3 inh set2 11, NR2E3 ag-2 -30, PDI turbidity 8, Peg3 promoter -2, HIF-2a inh 5 and Cardio protect 10.

Rows are unselected; any-hit rate near 3.9%.
